CD40 NFkB inh – CD40 pathway inhibition in BL2 cells; actives 0.94% (n = 83,000); inhibition, % at 10 µM; BL2 NF-kB luciferase reporter, CD40L-induced, 4 h;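 active = mean inhibition of at least 50% with a set share of replicates also reaching that level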;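 also: 0% = neutral control wells and 100% = IKK inhibitor VII at 50 µM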
Active calls of the source: *; & = joins results of further samples; [ ] = dose if it differs, or a comment. Not all compounds are listed, so the mix of outcomes need not match the whole.

Structure | CD40 NFkB inh
N#Cc1c(N)nc(SCc2ccncc2)c(C#N)c1-c1cccs1 | 7
O=C(COC(=O)c1ccc([N+](=O)[O-])s1)NNC(=O)c1ccccc1 | 7
N#C[C@H]1[C@@H](c2ccc(-c3ccncc3)cc2)[C@@H](CO)N1C(=O)Cc1ccccc1 | 22
O=C(NCc1cccnc1)C1CCCN(Cc2cnn(-c3ccccc3)c2-n2cccc2)C1 (stereo not drawn) | 10
N#Cc1ccc(-c2ccc(C3[C@H]4CNC[C@@H]3N4C(=O)NC3CCCC3)cc2)cc1 (stereo partly drawn) | 24
CS(=O)(=O)c1nc2c(cc1C#N)CCCC2 | 11
CCOC(=O)c1sc(N)nc1C(F)(F)F | -15
CN(C)S(=O)(=O)N1CCN(c2ccnc3cc(Cl)ccc23)CC1 | 18
CN(C)C(=O)c1cccc(-c2ccc([C@H]3[C@H]4CN(C(=O)C5CCC5)CC(=O)N4[C@H]3CO)cc2)c1 | -7[25 µM]
O=C(NCc1ccco1)c1cccc(N2CCCC2=O)c1 | 2
CCOC(=O)N1CCC(NC(=O)CCc2ccccc2)CC1 | 4
CC(=O)c1cc(C(=O)N2CCc3c([nH]c4ccccc34)C2C2CCCCC2)[nH]n1 (stereo not drawn) | -2
CCOC(=O)C[N+](CC)(CC)CC#Cc1ccccc1 | 14
Cc1ccc(NC(=O)CN2CCCC2)c2c1CC(C)(C)O2 | 3
OCC1OC(c2ccccc2)OC2COC(c3ccccc3)OC12 (stereo not drawn) | -1
N#Cc1nc(Cc2ccccc2)oc1N1CCC(C(N)=O)CC1 | -13
COc1ccc2[nH]c(=O)c(-c3noc(-c4ccccc4)n3)cc2c1 | -56
CCN(CC(=O)Nc1ccc2c(c1)OCCO2)C(=O)/C=C/c1cccc(Br)c1 | -44
COc1ccc2c3c([nH]c2c1)[C@H](CO)N(C)CC31CCN(C(=O)c2ccccc2F)CC1 | -5[25 µM]
CCCN(C(=O)Cn1nc(C)c([N+](=O)[O-])c1C)c1c(N)n(Cc2ccccc2)c(=O)[nH]c1=O | 4
O=C(Nc1ccc2nn(-c3ccccc3)nc2c1)c1ccc2c(c1)OCO2 | 2
CC(C)COc1cc(=O)[nH]c(SCC(C)C)n1 | -1
O=C(Nc1cccc(Cl)c1)N[C@H]1CC[C@@H](CCNC(=O)C2CCCC2)O[C@@H]1CO | -1
Cn1nccc1C(=O)NC1CCN(Cc2ccccc2)CC1 | 2
C[C@H](NC(=O)N(C)C[C@@H]1OCc2ccccc2-c2ccccc2C(=O)N([C@@H](C)CO)C[C@H]1C)c1ccccc1 | -13[25 µM]
Cn1cccc1C(=O)OCC(=O)NCc1cccs1 | -24
CCC(=O)c1cc(Br)ccc1OCC(=O)N1CCN(S(=O)(=O)c2ccccc2)CC1 | 14
CN(CC(=O)Nc1c(Cl)cccc1Cl)C(=O)c1cccc(S(=O)(=O)NCc2ccccc2)c1 | 1
COC(=O)c1nc2cc(C)ccn2c1F | 1
O=C(c1ccccc1)c1coc2c1C(=O)c1ccccc1C2=O | 36
NS(=O)(=O)c1cnccc1Oc1cccc(Cl)c1 | 9
CN(CC(=O)Nc1ccccc1Br)C(=O)CCSc1ccc(F)cc1 | 3
Cc1ccc(SCc2cc(=O)n(C)[nH]2)cc1 | 16
COC(=O)c1ccccc1OCCOCCOc1cccc2ccc(C)nc12 | 8
COc1cc(C(=O)NNC(=S)NCc2ccco2)cc(OC)c1OC | 3
COCCCn1c(=O)c2ccccc2n(CC(=O)Nc2ccc3c(c2)OCCO3)c1=O | 11
COCCn1c(C)cc(C(=O)COC(=O)c2ccc(-n3nc(C)cc3C)cc2)c1C | 8
CO[C@H]1CN(C)C(=O)c2cc(NC(=O)c3cnccn3)ccc2OC[C@@H](C)NC[C@H]1C | 2[25 µM]
Nc1c(N(Cc2ccco2)C(=O)COc2ccc(Cl)cc2)c(=O)[nH]c(=O)n1Cc1ccccc1 | 3
O=C(COC(=O)c1cc(Br)ccc1O)Nc1ccc2c(c1)OCO2 | -8
CCCC(NS(=O)(=O)c1ccc(OC)cc1)C(=O)O (stereo not drawn) | 4
c1ccc2oc(-c3nn4c(Cn5cnc6ccccc65)nnc4s3)cc2c1 | 4
CN(C)C(=O)c1cccc(-c2ccc([C@@H]3[C@@H](CO)N4C(=O)CN(C(=O)C5CCCC5)C[C@H]34)cc2)c1 | -13
Cc1cc(C)nc(SCC(=O)NC(=O)c2ccccc2O)n1 | 3
O=C(CN1CCN(Cc2ccc3c(c2)OCO3)CC1)Nc1ccc2[nH]c(=O)[nH]c2c1 | 2
Cc1cc2nccc(-c3ccccn3)n2n1 | 8
CN(C)CCNC(=O)c1ccccc1 | 2
O=C(c1cc2ccccc2o1)N(C1CC1)C1(C(=O)Nc2ccccc2)CCCC1 | 12
N#C[C@H]1N[C@@H](CO)[C@H]1c1ccc(C2=CCCC2)cc1 | -1[25 µM]
Cc1cccc(Nc2nc(NCCCN3CCOCC3)nc(N)c2[N+](=O)[O-])c1 | -4
CC1(C(=O)Nc2ccc3[nH]ncc3c2)CCN1C(=O)C1(c2ccccc2)CC1 (stereo not drawn) | -11
C[C@@H]1CN([C@@H](C)CO)C(=O)c2ccccc2-c2ccccc2CO[C@@H]1CN(C)S(=O)(=O)c1ccc(C(F)(F)F)cc1 | -15[25 µM]
O=C(COC(=O)Cc1ccc(Cl)c(Cl)c1)Nc1ccc2[nH]c(=O)[nH]c2c1 | -12
CCCCn1c(=O)[nH]c(=O)c2c1nc(-c1ccccc1F)n2Cc1ccccc1OC | 5
COC1=CC(=O)OC(c2ccco2)C1 (stereo not drawn) | 2
CC(OC(=O)[C@@H]1CCCN1C(=O)c1cccs1)C(=O)Nc1cccc([N+](=O)[O-])c1 (stereo partly drawn) | -4
COc1ccc(NC(=O)C2(C)CCN2C(=O)c2ccccc2CCc2ccccc2)cc1OC (stereo not drawn) | 14
COc1ccc(CC(=O)Nc2ccc(N3CCCCC3)cc2)cc1 | -19
O=C(COc1ccccc1)Nc1ccc2c(c1)nc1n2CCSC1 | -58
Cc1ccccc1C(=O)OCc1nnc(-c2ccc(Cl)cc2)o1 | -13

(listing goes on)
Structure | CD40 NFkB inh
N#C[C@@H]1[C@@H](c2ccccc2)[C@H](CO)N1C(=O)c1ccccc1F | 5[25 µM]
CC(=O)NCC(=O)OCc1ccc([N+](=O)[O-])cc1 | -7
O=C(Nc1ccccc1N1CCOCC1)c1ccc(N2CCOCC2)c([N+](=O)[O-])c1 | -7
O=C(Nc1cc(C(=O)N2CCN(c3ccccc3O)CC2)ccc1Cl)c1cccs1 | -7
COc1cc2c(cc1OC)CN(C1CCCN(Cc3cccc(C(C)=O)c3)C1)CC2 (stereo not drawn) | -4
CN(C)S(=O)(=O)c1ccc(C(=O)NCCOc2ccccc2)cc1 | -95
Cc1ccc(S(=O)(=O)N2CCOCC2)cc1NC(=O)CN1C(=O)NC(C)(c2ccc(Cl)cc2Cl)C1=O (stereo not drawn) | -2
O=C(OCC(=O)N1CCc2ccccc21)c1ccc([N+](=O)[O-])cc1 | 1
COc1ccc(CCN2CC(C(=O)NCCN3CCOC3=O)CCC2=O)cc1 (stereo not drawn) | 2
COc1ccc(C(=O)COC(=O)CCn2c(C)csc2=O)c(OC)c1 | -15
COc1ccc(-c2noc(N3CCC(C(=O)NCc4ccc(F)cc4)CC3)n2)cc1 | -1
COc1ccc(-c2nc3n(c(=O)c2C#N)CCCS3)cc1 | -8
CCn1nc(C(=O)Nc2nc(-c3ccccn3)cs2)c2ccccc2c1=O | -11
Cc1nc2c(=O)n(C)c(=O)[nH]c2n1Cc1ccccc1 | 19
CN1C(=O)c2cc(NC(=O)C3CC3)ccc2OC[C@H]2O[C@@H](CC(=O)NCC3CCCCC3)CC[C@@H]21 | -5
O=C(C[C@H]1C[C@@H]2c3cc(NC(=O)Nc4ccccc4F)ccc3O[C@@H]2[C@H](CO)O1)NC1CCCCC1 | -22[25 µM]
O=[N+]([O-])c1ccc2cccnc2c1 | 33
CCC(=O)N1[C@H](CO)[C@H](c2ccccc2-c2cccc(C)c2)[C@@H]1C#N | 2[25 µM]
O=C(C[C@H]1CC[C@@H]2NC[C@@H](O)COC[C@H]2O1)Nc1ccc(-c2ccccc2)cc1 | -9[25 µM]
CCS(=O)(=O)N1CCC[C@@H]2CN3CCc4cc(OC)ccc4[C@@H]3C[C@@H]21 | -1[25 µM]
C[C@@H]1COCn2nncc2CC[C@H](Cc2cccc(Cl)c2)C(=O)N1 | -1[25 µM]
CCN(CC)S(=O)(=O)c1ccc(OC)c(NS(=O)(=O)c2cccc(C(=O)O)c2)c1 | 10
CO[C@@H]1CN(C)C(=O)c2cc(NS(=O)(=O)c3cccc(Cl)c3)ccc2OC[C@H](C)NC[C@H]1C | -6[25 µM]
O=S(=O)(NCCSc1ccccc1)c1cccs1 | 0
Cc1ccc(S(=O)(=O)N2CCC(N3CCC(C)CC3)CC2)cc1 | 6
O=C(NCCCN1CCCC1)c1ccc2c(c1)N(Cc1ccccc1)CCS2 | 10
O=C(NCc1ccc2c(c1)OCO2)C1CCCN(C(=O)c2ccc(Cl)cc2)C1 (stereo not drawn) | 12
Cc1cc(N=Cc2cc(Br)ccc2O)no1 | 1
COC(=O)c1ccc(S(=O)(=O)N2CCC(O)CC2)n1C | 12
Cc1noc(C)c1NC(=O)N(C)C[C@H]1OCCCC[C@H](C)Oc2ccc(NC(=O)Nc3ccc(C(F)(F)F)cc3)cc2C(=O)N([C@H](C)CO)C[C@@H]1C | 27[25 µM]
N#Cc1cccc(-c2ccc(C3[C@H]4CNC[C@@H]3N4S(=O)(=O)c3ccccc3)cc2)c1 (stereo partly drawn) | -2&2
CCOC(=O)c1oc2ccccc2c1COC(=O)CNC(=O)c1ccccc1 | -20
O=C(O)c1ccc(S(=O)(=O)N(Cc2ccccc2)Cc2ccccc2)cc1 | 4
CN(CC(=O)N1CCN(Cc2ccccc2)CC1)C(=O)Cc1cccc2ccccc12 | 1
c1ccc(Oc2cccc(OCCCn3cncn3)c2)cc1 | -16
COc1ccc2c3c(n(C)c2c1)[C@H](CO)N(C(=O)Nc1ccc(F)cc1)CC31CN(S(=O)(=O)c2cn(C)cn2)C1 | 2[25 µM]

4 records drawn at random from those above, as already listed:
Structure | CD40 NFkB inh
O=C(NCCCN1CCCC1)c1ccc2c(c1)N(Cc1ccccc1)CCS2 | 10
Cc1noc(C)c1NC(=O)N(C)C[C@H]1OCCCC[C@H](C)Oc2ccc(NC(=O)Nc3ccc(C(F)(F)F)cc3)cc2C(=O)N([C@H](C)CO)C[C@@H]1C | 27[25 µM]
O=C(O)c1ccc(S(=O)(=O)N(Cc2ccccc2)Cc2ccccc2)cc1 | 4
COc1ccc2c3c(n(C)c2c1)[C@H](CO)N(C(=O)Nc1ccc(F)cc1)CC31CN(S(=O)(=O)c2cn(C)cn2)C1 | 2[25 µM]

The results go on:
Structure | CD40 NFkB inh
O=C(O/N=C(/c1ccccc1)c1ccncc1)c1cccc(F)c1 | 0
COc1ccccc1CC(=O)Nc1ccc2[nH]ncc2c1 | 3
O=C(O)CCC(=O)Nc1cc(C(F)(F)F)cc(C(F)(F)F)c1 | 6
Cc1cc(NC(=O)NC2CCCN2S(=O)(=O)c2ccc(Cl)cc2)no1 (stereo not drawn) | 3
O=C(Nc1ccc(F)cc1)N1C[C@H]2[C@@H](c3ccccc31)[C@H](CO)N2C(=O)Cc1ccccc1 | 0[25 µM]
C[C@@H]1CN([C@@H](C)CO)C(=O)c2c(c3ccccc3n2C)-c2ccccc2CO[C@H]1CN(C)C(=O)Nc1ccc(-c2ccccc2)cc1 | -6
CCC(C)Nc1nc2c(C)cccn2c(=O)c1C=Nc1ccc(OC)cc1 (stereo not drawn) | 3
O=C(CN1CCCC1)Nc1c(C(=O)C2CC2)oc2ccccc12 | -1
C[C@H](CO)N1C[C@H](C)[C@@H](CN(C)C(=O)CCN(C)C)OCc2ccccc2-c2ccccc2C1=O | -8
O=C(O)c1ccc(Nc2cnc3ccccc3n2)cc1 | -73
COC(=O)C[C@H]1C[C@H]2c3cc(NC(=O)c4ccc5c(c4)OCO5)ccc3O[C@H]2[C@@H](CO)O1 | -12[25 µM]
COc1cc2c(cc1OC)C(c1ccccc1)N(C(=O)c1ccccc1)CC2 (stereo not drawn) | -3
CC1CCCN(C(=O)COc2ccc(-c3ccccc3)cc2)C1 (stereo not drawn) | -33
Cc1ccc(-n2nc(C)c3onc(C)c3c2=O)cc1 | 9
CCOC(=O)c1cnc2ccc(Br)cc2c1NCCO | 11
CC(C)NC(=O)Nc1ccc2c(c1)C(=O)N([C@H](C)CO)C[C@H](C)[C@H](CN(C)C(=O)Nc1cccc3ccccc13)O2 | -1
Cn1c(=O)c2ccccc2n(CC(=O)NC2CCCC2)c1=O | 16
CCC(=O)N1[C@@H](CO)[C@@H]2c3ccccc3N(C(=O)c3cnccn3)C[C@@H]21 | -14[25 µM]
CNC[C@H]1Oc2ccc(N(C)C)cc2C(=O)N([C@H](C)CO)C[C@H]1C | 2[25 µM]
CC(C)NC(=O)N(C)C[C@H]1Oc2ccc(NC(=O)Nc3ccccc3)cc2C(=O)N([C@H](C)CO)C[C@@H]1C | -8
Oc1ccccc1-c1nc(N2CCN(Cc3ccccc3)CC2)c2ccccc2n1 | -6
CSc1cc(C)c(OCC(=O)Nc2ccc(NC(C)=O)cc2)c(C)c1 | -2
C[C@H](NC(=O)[C@H]1N2C(=O)c3ccccc3C2SC1(C)C)C(=O)N1CCC[C@H]1CO (stereo partly drawn) | 8

An excerpt from above in order of the CD40 NFkB inh value, smallest number first:
Structure | CD40 NFkB inh
CC1CCCN(C(=O)COc2ccc(-c3ccccc3)cc2)C1 (stereo not drawn) | -33
CC(C)NC(=O)N(C)C[C@H]1Oc2ccc(NC(=O)Nc3ccccc3)cc2C(=O)N([C@H](C)CO)C[C@@H]1C | -8
CSc1cc(C)c(OCC(=O)Nc2ccc(NC(C)=O)cc2)c(C)c1 | -2
CC(C)NC(=O)Nc1ccc2c(c1)C(=O)N([C@H](C)CO)C[C@H](C)[C@H](CN(C)C(=O)Nc1cccc3ccccc13)O2 | -1
C[C@H](NC(=O)[C@H]1N2C(=O)c3ccccc3C2SC1(C)C)C(=O)N1CCC[C@H]1CO (stereo partly drawn) | 8
CCOC(=O)c1cnc2ccc(Br)cc2c1NCCO | 11
Cn1c(=O)c2ccccc2n(CC(=O)NC2CCCC2)c1=O | 16
